Screening data (PubChem BioAssay)
CDK5 p35 inh = inhibitors of human CDK5/p35 kinase, primary screen, biochemical, single concentration; Cyclin-dependent kinase 5 (Homo sapiens) + Cyclin-dependent kinase 5 activator 1 (Homo …; Recombinant CDK5/p35, ADP-Glo luminescence, 60 min; inhibition, % at 10 µM; 0.01% of 330,000 active; AID 488839, 2010;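 active = highest replicate inhibition of at least 50% and at least 75% of replicates reaching 50%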;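 also: plate controls were DMSO neutral control for no effect and GW8510 at 10 µM for full effect; many of its hits are not listed in these tables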
MITF act = activators of MITF-driven TRPM1 promoter reporter, primary screen, cell-based, SK-MEL-5, luciferase, single point; 0.75% of 300,000 active; activation, % at 12.5 µM; AID 588334, 2011; SK-MEL-5 TRPM1-promoter luciferase, 24 h; % of positive control, neutral wells = 0;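 active = mean activation of at least 80% with every replicate also reaching 80%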;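 also: 0% = neutral control wells and 100% = parthenolide positive control wells; values of inactives mirror those of a sister screen read the other way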
PvdQ inh = P. aeruginosa PvdQ acylase inhibitors, primary screen, biochemical, fluorescence, plate reader and imaging, single point | inhibition, % at 10 µM | PvdQ acylase [Pseudomonas aeruginosa LESB58] | purified PvdQ acylase | 0.063% of 340,000 active; in the data active = inhibition above about 30%, passing the limit was not always enough;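 also: 0% = vehicle neutral wells and 100% = reference inhibitor wells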
SR-BI DiI inh = inhibitors of SR-BI mediated HDL lipid uptake, primary screen, ldlA[mSR-BI] cells, fluorescence, single point. Scavenger receptor class B member 1 (Mus musculus), Q61009. ldlA[mSR-BI] CHO cells, DiI-HDL uptake fluorescence, 3 h. inhibition, % at 12.5 µM. 0.96% of 320,000 active. AID 488896, 2010;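 active = mean replicate inhibition of at least 70% and a set share of replicates each scoring 70 or more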;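 also: 0% = median of neutral control wells and 100% = median of positive control wells; values of inactives mirror those of a sister screen read the other way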
Target sequence (Q61009 whole entry, looked up): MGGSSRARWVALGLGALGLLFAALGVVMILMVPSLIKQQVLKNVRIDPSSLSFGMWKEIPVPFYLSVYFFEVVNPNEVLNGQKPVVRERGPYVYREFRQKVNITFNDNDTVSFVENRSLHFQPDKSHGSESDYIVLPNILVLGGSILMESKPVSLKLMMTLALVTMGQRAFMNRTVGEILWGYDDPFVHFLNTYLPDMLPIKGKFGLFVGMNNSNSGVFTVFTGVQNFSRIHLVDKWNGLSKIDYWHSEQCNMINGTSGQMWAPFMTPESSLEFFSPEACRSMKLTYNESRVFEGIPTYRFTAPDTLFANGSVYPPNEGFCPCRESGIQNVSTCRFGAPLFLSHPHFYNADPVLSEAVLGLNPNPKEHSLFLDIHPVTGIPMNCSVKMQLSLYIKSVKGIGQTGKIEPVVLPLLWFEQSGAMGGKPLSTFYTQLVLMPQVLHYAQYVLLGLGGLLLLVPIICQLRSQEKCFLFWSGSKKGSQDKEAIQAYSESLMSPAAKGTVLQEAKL
V-ATPase pHluor = regulators of yeast V-ATPase proton pumping, primary screen, pHLuorin cytosolic pH fluorescence; S. cerevisiae; response, % at 10 µM; 0.37% of 350,000 active; in the data active = response mostly above about 7.3%, no sharp cut-off; inactive = mostly below about 5.4%; also: actives read high; inactives centre near 0; some compounds called inactive have numbers as strong as hits; reference of the scale not given here
HTR5A inv ctr = HTR5A inverse agonists in luminescence cell assay, primary screen, counter-screen for OPRM1-OPRD1 heterodimer inverse agonist project, full-deck HTS. HTR5A cell line, inverse agonism. inhibition, % at 9.3 µM. 0.083% of 340,000 active. AID 504634, 2011; in the data active = inhibition mostly above about 23%, no sharp cut-off; inactive = mostly below about 18%;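 also: 0% = cells with DMSO and 100% = no-cell wells with DMSO; some compounds called inactive have numbers as strong as hits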
Target sequence (P47898 whole entry, looked up): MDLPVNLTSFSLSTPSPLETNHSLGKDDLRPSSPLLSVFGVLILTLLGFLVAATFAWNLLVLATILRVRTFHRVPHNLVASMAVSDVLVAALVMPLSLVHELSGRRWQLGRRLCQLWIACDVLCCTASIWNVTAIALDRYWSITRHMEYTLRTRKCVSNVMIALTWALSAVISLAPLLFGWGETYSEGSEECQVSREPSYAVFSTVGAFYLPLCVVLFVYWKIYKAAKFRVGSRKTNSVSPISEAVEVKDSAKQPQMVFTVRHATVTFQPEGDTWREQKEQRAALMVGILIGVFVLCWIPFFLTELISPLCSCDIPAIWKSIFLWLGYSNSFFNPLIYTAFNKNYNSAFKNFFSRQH
HTR5A ag ctr = HTR5A agonists in luminescence cell assay, primary screen, counter-screen for OPRM1-OPRD1 heterodimer agonist project, full-deck HTS | 5-hydroxytryptamine receptor 5A (Homo sapiens), P47898 | cell-based | activation, % at 9.3 µM | 0.61% of 340,000 active; in the data active = activation mostly above about 9.5%, no sharp cut-off; inactive = mostly below about 7.6%;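 also: 0% = cells with vehicle only and 100% = reference agonist; strong numbers were not always called active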
NSD2 HMT inh = NSD2 histone methyltransferase inhibitors, primary screen, biochemical, AlphaScreen, single concentration, set 2. inhibition, % at 12.5 µM. NSD2 peptide methylation, 120 min. 0.54% of 310,000 active. AID 743445, 2014; in the data active = inhibition above about 50%
dFosB act = activators of delta FosB homodimer, primary screen, biochemical, fluorescence polarization, TAMRA-CDK5 oligo, single point; Protein FosB (Mus musculus), P13346; purified delta FosB; percent of positive-control signal above neutral wells; activation, % at 25 µM; 0.99% of 340,000 active; AID 493131, 2011;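 active = mean activation above about 17%, with every replicate also reaching it, limit read from the data, passing the limit was not always enough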;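 also: fluorescence polarization rise as delta FosB binds a TAMRA Cdk5 AP-1 oligo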
Wnt act = Wnt/beta-catenin pathway activators, primary screen, cell-based, plate reader, single point. activation, % at 9.35 µM. AID 743398, 2014. 1.2% of 300,000 active. Wnt/beta-catenin reporter cell assay, activator; in the data active = activation above about 30%, passing the limit was not always enough;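 also: 0% = neutral control wells and 100% = positive control wells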
* = called active by the depositor; · = no result given.

SMILES	CDK5 p35 inh	MITF act	PvdQ inh	SR-BI DiI inh	V-ATPase pHluor	HTR5A inv ctr	HTR5A ag ctr	NSD2 HMT inh	dFosB act	Wnt act
CCN(CC)S(=O)(=O)c1ccc(/C=C/C(=O)Nc2ccccc2N2CCOCC2)cc1	6.9	-9	6	·	1	-5	-6	0	-9	-6
CCNc1nc2c(c(=O)n(Cc3ccccc3)c(=O)n2C)n1Cc1ccccc1	-1.3	-10	-8	-16	-1	-5	2	4	7	·
COc1ccc(CC(=O)OCC(=O)Nc2ccc(F)cc2)cc1	-0.5	-2	-16	-21	0	-14	-4	-2	-8	-2
CCN(C[C@H]1N[C@@](Cc2ccccc2)(C(=O)OC)[C@H]2C(=O)N(C)C(=O)[C@@H]12)C(=O)c1ccc(C(C)(C)C)cc1	-1.7	8	-18	-1	1	2	0	·	-10	-1
Cc1cccc(N2N=C(C(=O)N3CC(=O)Nc4ccccc43)CCC2=O)c1	-0.4	-6	-4	-12	-3	0	0	6	-13	-1
COc1ccccc1Cn1c(CCCO)nc2ccccc21	-2.9	-12	-23	-8	6	-2	5	0	-10	·
O=C(c1ccco1)N(CCC(c1ccccc1)c1ccco1)Cc1ccc(F)cc1 (centres undefined)	-0.2	-2	7	13	11	31	2	1	-8	0
Cc1cccc2sc(NC(=O)C3CCCO3)nc12 (centres undefined)	0.6	75	-1	10	0	-26	1	-1	-3	·
CC(C)CN(CCNC(=O)CN1C(=O)COc2ccc(S(=O)(=O)N3CCOCC3)cc21)CC(C)C	-0.4	9	-12	-6	5	23	-2	-2	4	-2
COc1ccccc1C(=O)NC1CCCc2ccccc21 (centres undefined)	0.0	-11	8	·	-2	5	-2	17	-17	-2
CCOC(=O)c1ccc(NC(=O)NCc2cccnc2)cc1	-1.6	11	-12	-5	2	-9	0	-4	-4	-1
COc1ccc(NS(=O)(=O)c2nnc(NC(=O)c3ccccc3F)s2)cc1	-0.3	13	2	3	0	1	0	·	-2	1
O=C(CCCN1C(=O)NC2(CCCC2)C1=O)N1CCN(S(=O)(=O)c2ccccc2)CC1	-1.8	6	-14	0	0	-5	1	1	-11	-2
CN(CCCC(=O)Nc1ccccc1F)S(=O)(=O)c1ccc(F)cc1	2.1	-2	-19	6	3	-6	1	4	-4	-2
Cc1cc(OCC(=O)N(C)C2CCCCC2)cc(C)c1Cl	-3.9	45	-18	36	3	16	2	-3	-17	-1

Some of the entries above in another layout.
canonical_smiles,CDK5 p35 inh,MITF act,PvdQ inh,SR-BI DiI inh,V-ATPase pHluor,HTR5A inv ctr,HTR5A ag ctr,NSD2 HMT inh,dFosB act,Wnt act
CCN(CC)S(=O)(=O)c1ccc(/C=C/C(=O)Nc2ccccc2N2CCOCC2)cc1,6.9,-9,6,·,1,-5,-6,0,-9,-6
CCNc1nc2c(c(=O)n(Cc3ccccc3)c(=O)n2C)n1Cc1ccccc1,-1.3,-10,-8,-16,-1,-5,2,4,7,·
COc1ccc(CC(=O)OCC(=O)Nc2ccc(F)cc2)cc1,-0.5,-2,-16,-21,0,-14,-4,-2,-8,-2
CCN(C[C@H]1N[C@@](Cc2ccccc2)(C(=O)OC)[C@H]2C(=O)N(C)C(=O)[C@@H]12)C(=O)c1ccc(C(C)(C)C)cc1,-1.7,8,-18,-1,1,2,0,·,-10,-1
Cc1cccc(N2N=C(C(=O)N3CC(=O)Nc4ccccc43)CCC2=O)c1,-0.4,-6,-4,-12,-3,0,0,6,-13,-1
COc1ccccc1Cn1c(CCCO)nc2ccccc21,-2.9,-12,-23,-8,6,-2,5,0,-10,·
O=C(c1ccco1)N(CCC(c1ccccc1)c1ccco1)Cc1ccc(F)cc1 (centres undefined),-0.2,-2,7,13,11,31,2,1,-8,0
Cc1cccc2sc(NC(=O)C3CCCO3)nc12 (centres undefined),0.6,75,-1,10,0,-26,1,-1,-3,·
CC(C)CN(CCNC(=O)CN1C(=O)COc2ccc(S(=O)(=O)N3CCOCC3)cc21)CC(C)C,-0.4,9,-12,-6,5,23,-2,-2,4,-2
COc1ccccc1C(=O)NC1CCCc2ccccc21 (centres undefined),0.0,-11,8,·,-2,5,-2,17,-17,-2
CCOC(=O)c1ccc(NC(=O)NCc2cccnc2)cc1,-1.6,11,-12,-5,2,-9,0,-4,-4,-1

Following part
SMILES	CDK5 p35 inh	MITF act	PvdQ inh	SR-BI DiI inh	V-ATPase pHluor	HTR5A inv ctr	HTR5A ag ctr	NSD2 HMT inh	dFosB act	Wnt act
COc1ccccc1C1OCC(C)(C)CO1	-1.2	-4	-16	-4	0	7	-2	0	6	-2
CCOC(=O)C1=C(CSc2nc(-c3ccncc3)ccc2C#N)OC(N)=C(C#N)C1c1ccc(OC)cc1 (centres undefined)	-0.4	9	-9	-21	-4	-11	0	-1	-5	·
CCc1c(C)sc(NC(=O)Cn2nc(C)c([N+](=O)[O-])c2C)c1C(N)=O	-2.9	-6	-7	-13	-3	10	1	-2	5	-5
CC(C)CNc1nc(S(=O)(=O)c2ccccc2)c(Cl)s1	-0.1	-5	-12	0	3	30	5	-1	5	-1
CCn1c(=O)cc(OCC(=O)N2CCCCCC2)c2ccccc21	-1.2	·	-12	22	5	-28	9	15	-8	0
CN(Cc1cccnc1)C(=O)c1cc(COc2ccc3c(c2)CCCC3)on1	-0.9	66	-9	-11	2	-19	8	0	-15	23
Cc1cc(C(=O)COC(=O)/C=C/c2cccc(F)c2)c(C)n1C	1.0	18	-9	-6	1	18	4	2	-14	-2
Cc1cc(C)n(-c2nc3c(c(=O)[nH]c(=O)n3C)n2Cc2ccccc2)n1	0.5	2	-3	-1	1	16	-4	0	-12	·
CCC(C)NC(=O)/C=C1\Sc2ccccc2NC1=O (centres undefined)	0.6	-2	-8	9	10	-13	3	-1	-12	4
FC(F)(Cl)c1nnc2ccc(Cl)nn12	-1.7	-14	-11	-8	-2	-9	-1	-1	-4	3
O=C(O)c1ccc(CNS(=O)(=O)c2ccc3ccccc3c2)cc1	0.0	1	-12	·	7	-26	9.9*	0	-1	-4
O=C(CN1C(=O)C(=O)N(Cc2ccccc2)C1=O)Nc1ccc(F)c(Cl)c1	-0.9	-8	2	-14	3	10	-4	-5	5	-1
Cc1ccc(C)c(NS(=O)(=O)c2cc(C(=O)Nc3ccccc3-c3ccccc3)ccc2Cl)c1	10	3	6	2	0	-11	4	-3	-9	-4
CCn1c(SCC(=O)Nc2nonc2C)nnc1-c1ccco1	0.6	0	8	0	-4	-37	14	-4	-10	-3
Cc1ccc(S(=O)(=O)N2CCCCC2)cc1NC(=O)c1cccnc1	1.1	6	5	15	4	14	-5	-2	-2	0
CCCc1cc(=O)n2nc(N3CCC(C(=O)Nc4cccc(C(C)=O)c4)CC3)sc2n1	0.4	-4	7	-1	-7	8	17*	-4	-10	-1
O=c1c(Br)ccc(Br)cc1Br	-0.7	-102	-13	35	62*	-1	0	·	-17	-6
Cc1nn(-c2ccccn2)c2c1C(=O)C(Br)CC2 (centres undefined)	1.4	-4	-12	-14	-1	-1	0	100*	-2	·
CSc1ncc(CN2CCN(C3CCN(C(C)C)CC3)C(CCO)C2)cn1 (centres undefined)	-6.5	-8	-6	-12	-4	10	-4	3	-7	-2
CC1(c2ccccc2Cl)NC(=O)N(CC(=O)N2CCc3ccccc3C2)C1=O (centres undefined)	1.1	1	-17	16	0	-1	1	2	-1	3
Cc1ccc(OCCNC(=O)c2cccc(Oc3ccc(C(F)(F)F)cc3[N+](=O)[O-])c2)cc1	2.7	0	-4	-1	3	-10	4	0	-12	·
O=C(O)c1cc(NC(=O)c2ccccc2F)cc(NC(=O)c2ccccc2F)c1	-1.1	-3	-9	-7	-1	-37	13	-3	-4	-1
CCOC(=O)c1c(NC(C)=O)sc(/C(C)=N/Nc2ccc(C(=O)O)cc2)c1C	-1.6	-10	-10	0	0	-2	1	3	-16	4
CCN(C(=O)C(C)N1C(=O)/C(=C/c2cccs2)SC1=S)C1CCS(=O)(=O)C1 (centres undefined)	1.3	-1	10	-7	1	-4	1	13	-12	1
Cc1cccc(NC(=O)c2c(O)c3ccccc3[nH]c2=O)c1	0.4	106*	7	-4	1	14	-4	·	2	41*
CNC(=O)NC(=O)COC(=O)/C=C/c1cccc(Br)c1	-1.2	-12	-13	-12	0	8	-3	-2	6	-3
Cc1ccc(OCC(=O)Nc2ccc(S(=O)(=O)Nc3ccccn3)cc2)cc1	-0.8	-11	-6	-21	2	-14	5	-6	4	-3
COc1ccc(CN2CCC(c3nc4ccc(Cl)cc4[nH]3)CC2)cc1	-1.5	11	7	-11	-2	-6	2	1	-12	-1
CN(Cc1ccc(F)cc1)Cc1nc(-c2ccccc2)no1	-0.6	13	-12	-4	-2	1	0	-2	-2	0
O=C(NN1C(=O)C2C3C=CC(O3)C2C1=O)c1ccncc1 (centres undefined)	2.0	-8	13	-10	2	-16	2	-1	3	-2
c1ccc(CSc2nnc(-c3ccccc3)c(-c3ccccc3)n2)cc1	0.6	0	-12	29	0	4	0	·	-4	-4
CCOc1ccc(C2=Nc3ccccc3C(c3ccc(N4CCOCC4)cc3)=NN2)cc1	-0.4	·	-2	23	2	-6	2	4	-1	·
CCN1C(=NCc2ccc(OC)cc2)N[C@@H](c2ccccc2)[C@H](C(=O)OC)[C@H]1C	-0.7	-11	-2	-2	-2	5	11	·	-8	1
COc1cc(C(=O)NCCC(c2ccccc2)c2ccccc2)cc(OC)c1OC	1.6	-5	-9	12	0	5	-1	3	-1	-2
CNC(CC(C)C)C(=O)NC1C(=O)NC(CC(N)=O)C(=O)NC2C(=O)NC3C(=O)NC(C(=O)NC(C(=O)O)c4cc(O)cc(O)c4-c4cc3ccc4O)C(O)c3ccc(c(Cl)c3)Oc3cc2cc(c3OC2OC(CO)C(O)C(O)C2OC2C[C@](C)(N)C(O)C(C)O2)Oc2ccc(cc2Cl)C1O (some centres undefined)	0.5	5	0	-11	3	-42	1	·	4	-5
CC(C)CCOCc1nc2sc3c(c2c(=O)[nH]1)CCC(C)C3 (centres undefined)	-1.4	59	-7	35	-3	11	0	2	-12	15
CC(=O)Nc1ccc(S(=O)(=O)NCc2cn3c(C)csc3n2)cc1	0.1	-3	-13	-32	10	-14	2	-4	1	1
CN(Cc1cn(-c2ccccc2)nc1-c1cc2ccccc2o1)C(=O)CCC(=O)O	-4.5	8	-23	-20	0	23	-1	2	-8	0
